Screening results: PubChem BioAssay, several laboratories
mABHD4 FP: inhibitors of mouse ABHD4. Q8VD66. purified mABHD4, FP-Rh probe fluorescence polarization. inhibition, % at 8.92 µM. actives 0.54% (n = 370,000);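 active = inhibition exceeding the mean over every tested compound plus 3 SD, cut at about 30% in these data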;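 note: 0% = plate median of compound wells and 100% = S159A mutant with DMSO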
Target sequence (Q8VD66 whole entry, looked up): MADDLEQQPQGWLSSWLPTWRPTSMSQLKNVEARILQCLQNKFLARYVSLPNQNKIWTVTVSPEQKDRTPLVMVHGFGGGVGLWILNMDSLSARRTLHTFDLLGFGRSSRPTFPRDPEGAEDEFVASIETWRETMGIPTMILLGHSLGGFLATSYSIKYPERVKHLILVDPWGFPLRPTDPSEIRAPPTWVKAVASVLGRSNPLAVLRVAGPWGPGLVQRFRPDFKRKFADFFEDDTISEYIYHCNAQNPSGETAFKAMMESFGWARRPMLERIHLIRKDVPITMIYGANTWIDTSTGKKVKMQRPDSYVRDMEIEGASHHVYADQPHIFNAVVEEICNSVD
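System: mouse ABHD4 enzyme, wild type / Medium: HEPES pH 7.0, NaCl, Pluronic buffer / Reagent: FP-Rh activity-based fluorescent probe / Control set: S159A mutant high control, sample median low control / Detection: fluorescence polarization with parallel and perpendicular emission, 525/598 nm / Schedule: 45 min + 60 min at 25 °C / Compound dosing: 8.92 µM, single dose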
MBD2 inh: blocks human MBD2 binding to methylated DNA; TR-FRET, MBD2 binding to methylated oligonucleotide; inhibition, % at 4.4 µM; actives 0.31% (n = 370,000); Q9UBB5; in the data active = inhibition above about 13%
NPR2 activator: GC-B (human) receptor activation. P20594. HEK293-GC-B cells, CNP EC30, cGMP TR-FRET; 0% at EC30 CNP, 100% saturating CNP. activation, % at 10 µM. actives 0.11% (n = 370,000). AID 1920062;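 active = activation at 10 µM reaching about 35% in either raw or pattern-adjusted values, limit read from the data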
TDP2 inh: TDP2 (human) inhibition, absorbance primary screen. O95551. recombinant TDP2, T5PNP hydrolysis, p-nitrophenol absorbance 415 nm. inhibition, % at 12.8 µM. actives 0.34% (n = 370,000). AID 720702;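 active = inhibition above the mean of all tested compounds plus 3 SD, set per campaign, cut at about 25% in these data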;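 note: 0% = DMSO with enzyme and 100% = buffer with substrate but no TDP2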
Target sequence (O95551 whole entry, looked up): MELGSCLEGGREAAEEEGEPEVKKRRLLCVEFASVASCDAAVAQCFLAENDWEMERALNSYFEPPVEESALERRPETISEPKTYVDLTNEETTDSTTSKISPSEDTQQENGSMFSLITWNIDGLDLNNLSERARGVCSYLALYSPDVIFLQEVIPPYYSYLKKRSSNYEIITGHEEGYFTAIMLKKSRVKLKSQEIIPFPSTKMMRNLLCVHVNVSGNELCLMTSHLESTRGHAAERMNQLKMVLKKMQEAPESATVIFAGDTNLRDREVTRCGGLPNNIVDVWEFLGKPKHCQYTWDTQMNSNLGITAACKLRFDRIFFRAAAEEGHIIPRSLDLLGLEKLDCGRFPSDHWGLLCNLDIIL
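Read-out basis: percent inhibition. System: recombinant human TDP2. Buffer or medium: Mg2+-containing Tris-HCl buffer, pH 7.5. Repeats: single replicate. Timing: reaction 2 h, 37 °C. Benchmarks: high control without enzyme, low control DMSO plus TDP2. Probe or stimulus: 5 mM T5PNP. Doses: 12.8 µM only. Measured by: epi absorbance of p-nitrophenol freed from T5PNP by hydrolysis.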
LEDGF integ inh: blocks HIV-1 LEDGF/p75-dependent DNA integration; TR-FRET IN-LEDGF/p75 DNA integration, Eu/Cy5; inhibition, % at 3.7 µM; actives 0.64% (n = 370,000); AID 743269;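 active = inhibition above the screen-wide mean plus 3 SD, cut at about 13% in these data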;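 note: signal is the Cy5 over europium emission ratio at 671 and 618 nm; 0% = plate median of compound wells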
rCAG binder: r(CAG) repeat RNA binding; inhibition, % at 3 µM; TO-PRO-1 dye displacement fluorescence; AID 651821; actives 1.3% (n = 370,000);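 active = inhibition above the plate cutoff, the mean of all test compounds on that plate plus 3 SD, cut at about 35% in these data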;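 note: 0% = DMSO alone and 100% = 100 µM mitoxantrone as full dye displacement; higher means more dye released from RNA so lower well fluorescence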
PRMT1 inh: inhibitors of human PRMT1; Q99873; recombinant PRMT1, activity-based probe fluorescence polarization; inhibition, % at 2.79 µM; actives 1.3% (n = 370,000); AID 652257;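 active = inhibition above about 21% made by adding two undisclosed values, limit read from the data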
TCR-CD3 inh: human TCR-CD3 binding inhibition; TAMRA-labeled TCR probe fluorescence, biochemical; inhibition, % at 9.4 µM; actives 0.37% (n = 360,000); in the data active = inhibition above about 19%;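 note: recombinant mutant TCR 2C K166C tagged with TAMRA read by polarization; 0% = receptor in buffer alone and 100% = receptor with positive control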
SIAE inh: inhibitors of human sialic acid acetylesterase SIAE; SIAE FP-Rh probe binding, fluorescence polarization; inhibition, % at 9.66 µM; actives 0.69% (n = 370,000);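 active = inhibition above a cutoff: mean of compounds within the control limits plus 3 SD of those, cut at about 17% in these data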;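 note: 0% = plate median of compound wells and 100% = probe without SIAE protein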
HTRA1 inh: blocks human HTRA1 serine peptidase; recombinant HTRA1, FP-rhodamine activity-based probe, fluorescence polarization; inhibition, % at 5.96 µM; actives 0.5% (n = 340,000); AID 504803; in the data active = inhibition above about 36%;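 note: 0% = enzyme with DMSO and 100% = wells lacking enzyme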
* hit, by the source's call; x = no result given.

Screens by letter: A = mABHD4 FP; B = MBD2 inh; C = NPR2 activator; D = TDP2 inh; E = LEDGF integ inh; F = rCAG binder; G = PRMT1 inh; H = TCR-CD3 inh; I = SIAE inh; J = HTRA1 inh
Structure: NC(=O)NCC12CC3CC(CC(C3)C1)C2
  A: -6	B: -4	C: 4	D: 0	E: -1	F: 0	G: -2	H: -1	I: 0	J: -2

Structure: COc1ccccc1CN(C)C(=O)CN1CCN(S(=O)(=O)c2ccc3c(c2)OCCCO3)CC1
  A: -5	B: -2	C: -2	D: 11	E: 3	F: 0	G: 2	H: 8	I: 7	J: 2

Structure: Cn1c(SCCN2CCCC2)nnc1C1CCN(S(=O)(=O)c2cccc(F)c2)CC1
  A: 4	B: -1	C: 4	D: 5	E: -6	F: -6	G: 1	H: -3	I: -6	J: -3

Structure: Cc1cccc(OCC(=O)NC(=S)NNC(=O)c2ccncc2)c1
  A: -2	B: 1	C: 4	D: 7	E: 0	F: 2	G: 19	H: -5	I: 7	J: -3

Structure: O=C(NC(Cc1c[nH]c2ccccc12)C(=O)O)c1ccc2c(c1)OCO2 (centres undefined)
  A: 2	B: -2	C: 4	D: -1	E: 3	F: 2	G: -3	H: 8	I: 5	J: -5

Structure: COc1ccc(-c2coc3c(C(=O)Nc4cccnc4)cccc23)c(C)c1
  A: -24	B: -1	C: 2	D: 5	E: 0	F: 2	G: -3	H: 1	I: -7	J: x

Structure: CC1(C)Cc2nc3oc4c(=O)n(CC(=O)Nc5cccc(Cl)c5)cnc4c3cc2CO1
  A: 0	B: 3	C: -8	D: 2	E: 1	F: 1	G: -1	H: 3	I: -2	J: 2

Structure: CC(C)(C)NC(=O)C(c1ccc(O)cc1)N(C(=O)CCC(=O)Nc1nccs1)c1cccc(F)c1 (centres undefined)
  A: -7	B: -2	C: -14	D: 13	E: 4	F: -3	G: -4	H: 7	I: 3	J: 2

Structure: O=C(O)CCC(=O)N1CCN(c2ccccn2)CC1
  A: 1	B: 0	C: 4	D: -4	E: 0	F: 3	G: 0	H: 10	I: -3	J: 0

Structure: CC(C)(C)C(=O)Nc1ccccc1C(=O)NCc1ccco1
  A: 8	B: 0	C: 6	D: -1	E: 4	F: 4	G: 4	H: -2	I: -4	J: -5

Structure: CN(C)C(=O)C1Cc2ccccc2CN1S(=O)(=O)c1cccs1 (centres undefined)
  A: 1	B: -6	C: 4	D: -3	E: 6	F: -3	G: -4	H: 5	I: -3	J: -4

Structure: Cn1c(=O)c([N+](=O)[O-])c(NCC(O)c2ccccc2)c2ccccc21 (centres undefined)
  A: -5	B: -6	C: -6	D: -14	E: 0	F: 4	G: -2	H: 3	I: 10	J: -1

Structure: Cc1ccc(Cl)cc1NC(=S)NCc1cccn1C
  A: 0	B: 2	C: -2	D: 4	E: 0	F: 6	G: 2	H: -8	I: 1	J: 9

Structure: O=C(NC1CCN(Cc2ccccc2)CC1)c1cccc(S(=O)(=O)Nc2cc(C(F)(F)F)ccc2Cl)c1
  A: -2	B: -1	C: 3	D: 1	E: 5	F: 64*	G: -3	H: 8	I: -2	J: -7

Structure: CC(C)(C)c1ccc(C2SCC(=O)N2c2cccc(C(=O)O)c2)cc1 (centres undefined)
  A: 0	B: 2	C: -3	D: -11	E: -3	F: 16	G: 2	H: -4	I: -2	J: 3

Structure: CC(=O)Nc1ccc(S(=O)(=O)NCC2CCCO2)cc1 (centres undefined)
  A: 0	B: 1	C: -2	D: -5	E: -2	F: 0	G: 1	H: 5	I: 3	J: 8

Structure: O=C(COc1ccccc1)NNc1nc2ccccc2s1
  A: 13	B: -2	C: 4	D: -1	E: -2	F: 12	G: 8	H: -10	I: 6	J: -4

Structure: CCOc1cccc(N2CCN(CCNC(=O)Nc3ccc(C)cc3)CC2)c1C
  A: 2	B: -6	C: -2	D: -11	E: 0	F: -3	G: -3	H: -2	I: 4	J: -1

Structure: COc1ccc2c(c1)CC/C(=C/c1cc(OC)c(OC)c(OC)c1)C2=O
  A: -1	B: 0	C: 2	D: 11	E: 1	F: -3	G: -3	H: 4	I: -7	J: -7

Structure: Cc1noc2ncnc(Oc3cc(Cl)ccc3Cl)c12
  A: 0	B: 3	C: 0	D: 8	E: -3	F: 0	G: 0	H: 1	I: -4	J: -11

Structure: COc1cccc(CNC(=O)C2CCN(S(=O)(=O)c3ccc4c(c3)NC(=O)C(C)S4)CC2)c1 (centres undefined)
  A: -2	B: -5	C: -1	D: -1	E: -3	F: -1	G: -1	H: 6	I: -3	J: -13

Structure: O=C(COC(=O)c1ccccc1Br)NC1CCCC1
  A: 0	B: -2	C: 1	D: -1	E: 4	F: 5	G: 0	H: 6	I: 3	J: -1

Structure: CC1(C)C(=O)Nc2ccccc2N1C(=O)COC(=O)c1cc(S(=O)(=O)N2CCOCC2)ccc1F
  A: 8	B: 1	C: 1	D: 5	E: 3	F: 2	G: -1	H: 1	I: 5	J: 8

Structure: CCN(CC)c1nc(Oc2ccc(C(=O)NN)cc2)nc(Oc2ccc(C(=O)NN)cc2)n1
  A: -17	B: 2	C: 4	D: 16	E: 5	F: 18	G: -5	H: 2	I: -43	J: -11

Sorted by heavy-atom count (lowest first): three of the compounds above.
Screens by letter: A = mABHD4 FP; B = MBD2 inh; C = NPR2 activator; D = TDP2 inh; E = LEDGF integ inh; F = rCAG binder; G = PRMT1 inh; H = TCR-CD3 inh; I = SIAE inh; J = HTRA1 inh
Structure: CC(=O)Nc1ccc(S(=O)(=O)NCC2CCCO2)cc1 (centres undefined)
  A: 0	B: 1	C: -2	D: -5	E: -2	F: 0	G: 1	H: 5	I: 3	J: 8

Structure: CCOc1cccc(N2CCN(CCNC(=O)Nc3ccc(C)cc3)CC2)c1C
  A: 2	B: -6	C: -2	D: -11	E: 0	F: -3	G: -3	H: -2	I: 4	J: -1

Structure: CCN(CC)c1nc(Oc2ccc(C(=O)NN)cc2)nc(Oc2ccc(C(=O)NN)cc2)n1
  A: -17	B: 2	C: 4	D: 16	E: 5	F: 18	G: -5	H: 2	I: -43	J: -11

Part of the list above in another layout.
molecule | mABHD4 FP | MBD2 inh | NPR2 activator | TDP2 inh | LEDGF integ inh | rCAG binder | PRMT1 inh | TCR-CD3 inh | SIAE inh | HTRA1 inh
Cc1ccc(Cl)cc1NC(=S)NCc1cccn1C | 0 | 2 | -2 | 4 | 0 | 6 | 2 | -8 | 1 | 9
O=C(NC1CCN(Cc2ccccc2)CC1)c1cccc(S(=O)(=O)Nc2cc(C(F)(F)F)ccc2Cl)c1 | -2 | -1 | 3 | 1 | 5 | 64* | -3 | 8 | -2 | -7
CC(C)(C)c1ccc(C2SCC(=O)N2c2cccc(C(=O)O)c2)cc1 (centres undefined) | 0 | 2 | -3 | -11 | -3 | 16 | 2 | -4 | -2 | 3
CC(=O)Nc1ccc(S(=O)(=O)NCC2CCCO2)cc1 (centres undefined) | 0 | 1 | -2 | -5 | -2 | 0 | 1 | 5 | 3 | 8

An excerpt, so the mix of outcomes need not match the whole.
